Bioassay records from PubChem BioAssay.
SRC1 inh – inhibitors of human steroid receptor coactivator 1 (SRC1); Q15788; HEK293 GAL4-SRC1 luciferase reporter, luminescence; inhibition, % at 3.6 µM; 360,000 compounds, 0.12% hits; AID 588354;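 active means inhibition above the campaign mean plus 3 SD, with each screening campaign given its own cutoff, cut at about 60% in these data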;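 further: 0% = DMSO treated cells and 100% = gossypol at 36 µM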
LRH-1 inv ag – suppresses constitutive activity of human LRH-1; O00482; AID 602396; inhibition, % at 3.6 µM; HEK293T StAR-luciferase reporter, LRH-1 transfected, 24 h; 360,000 compounds, 0.13% hits;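 active means inhibition above the mean inhibition of all tested compounds plus 3 SD, cut at about 73% in these data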;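 further: 0% = DMSO wells and 100% = reporter-only cells lacking LRH-1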
Target sequence (O00482 whole entry, looked up): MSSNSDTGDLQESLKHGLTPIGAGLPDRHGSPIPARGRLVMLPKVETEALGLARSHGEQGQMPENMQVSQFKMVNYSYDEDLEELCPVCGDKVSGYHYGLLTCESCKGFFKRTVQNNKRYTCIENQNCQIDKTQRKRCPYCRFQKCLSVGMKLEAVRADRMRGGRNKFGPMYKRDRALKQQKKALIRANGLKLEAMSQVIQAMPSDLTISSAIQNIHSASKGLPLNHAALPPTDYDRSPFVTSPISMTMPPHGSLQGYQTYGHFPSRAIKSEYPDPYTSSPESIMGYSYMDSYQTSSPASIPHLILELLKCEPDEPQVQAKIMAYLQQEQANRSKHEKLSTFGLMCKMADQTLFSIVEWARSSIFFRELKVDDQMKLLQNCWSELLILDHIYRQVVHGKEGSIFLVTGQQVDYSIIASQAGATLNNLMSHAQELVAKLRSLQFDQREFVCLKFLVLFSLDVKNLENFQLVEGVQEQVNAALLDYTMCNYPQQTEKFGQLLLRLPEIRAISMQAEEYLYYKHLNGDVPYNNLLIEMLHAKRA
CF NFkB inh – cystic fibrosis NF-kB activation inhibition | KKLEB NF-kB-GFP reporter, PAF-induced, GFP fluorescence overnight | inhibition, % at 5 µM | 360,000 compounds, 0.86% hits;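 active means at least 50% inhibition at 5 µM, scaled per plate between neutral and stimulator controls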;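 further: PAF is a Pseudomonas aeruginosa culture filtrate used as stimulus; plate controls were PAF-stimulated DMSO wells for no effect and unstimulated DMSO wells for full effect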
Shn3 inh set2 – inhibitors of Schnurri-3 3'UTR reporter in osteoblasts | Clone20 osteoblast Shn3 3'UTR firefly luciferase, 24 h | 360,000 compounds, 0.52% hits | inhibition, % at 12.5 µM;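 active means mean inhibition of at least 75% with every replicate also reaching 75%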;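 further: 0% = median of neutral control wells and 100% = pilot-screen positive control compound; some compounds past the cut are filed as inactive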
TRAIL sens C8 – sensitizes caspase-8 expressing cells to TRAIL. inhibition (viability loss, TRAIL sensitization), % at 10 µM. 360,000 compounds, 1% hits. NB7+C8 cells + TRAIL, ATPlite viability luminescence;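 active means compounds causing at least 50% loss of cell viability in the single-dose screen, relative to plate controls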
KKLEB tox – reduces viability of KKLEB cystic fibrosis airway cells | 360,000 compounds, 0.36% hits | activity change (cytotoxicity), % at 5 µM | KKLEB CF airway cells viability, ATPlite luminescence, overnight; active compounds read low; cells stimulated with P. aeruginosa culture filtrate | AID 602141;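 active means corrected activity change at or below -50% at 5 µM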
TWEAK Fn14 block – TWEAK-Fn14 signaling inhibition; TWEAK-stimulated Fn14 reporter cells, luciferase luminescence, 8 h; inhibition, % at 10 µM; 360,000 compounds, 2% hits; in the data active means inhibition above about 50%
SRC3 inh – inhibits human SRC3 coactivator | Q9Y6Q9 | HEK293 GAL4-SRC3 luciferase reporter, luminescence | inhibition, % at 3.6 µM | 360,000 compounds, 0.17% hits | AID 588352;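 active means inhibition above a per-campaign cutoff, the mean of all compounds plus 3 SD, cut at about 60% in these data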;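 further: 0% = DMSO-treated cells and 100% = gossypol-treated cells at 36 µM; higher means less SRC3-driven luciferase light from the GAL4 reporter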
EBV LMP1 NFkB – Epstein-Barr LMP1 NF-kappaB reporter inhibition; LMP1-induced NF-kappaB luciferase reporter cells, luminescence; inhibition, % at 12.5 µM; 350,000 compounds, 0.69% hits; AID 504558; in the data active means inhibition above about 41%;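 further: 0% = neutral control wells and 100% = reference inhibitor control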
TROY NFkB inh – blocks TROY-dependent signaling in reporter cells | inhibition, % at 10 µM | 360,000 compounds, 0.98% hits | Q293 LMP1-TROYcd NF-kB luciferase reporter, 4 h | AID 1347056;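 active means compounds whose plate-normalised and pattern-corrected inhibition of the luciferase reporter signal at the single screening dose is 50% or more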
NR2F2 inh – inhibitors of human COUP-TFII (NR2F2); inhibition, % at 8.6 µM; HEK293T NGFI-A luciferase reporter, luminescence; 370,000 compounds, 0.7% hits; AID 686940;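 active means inhibition above a per-plate cutoff, mean inhibition of test wells between control levels plus 3 SD, cut at about 38% in these data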;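 further: cells cotransfected with COUP-TFII expression vector driving the NGFI-A reporter; 0% = median of COUP-TF2 test wells and 100% = reporter-only cells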
Target sequence (P24468 whole entry, looked up): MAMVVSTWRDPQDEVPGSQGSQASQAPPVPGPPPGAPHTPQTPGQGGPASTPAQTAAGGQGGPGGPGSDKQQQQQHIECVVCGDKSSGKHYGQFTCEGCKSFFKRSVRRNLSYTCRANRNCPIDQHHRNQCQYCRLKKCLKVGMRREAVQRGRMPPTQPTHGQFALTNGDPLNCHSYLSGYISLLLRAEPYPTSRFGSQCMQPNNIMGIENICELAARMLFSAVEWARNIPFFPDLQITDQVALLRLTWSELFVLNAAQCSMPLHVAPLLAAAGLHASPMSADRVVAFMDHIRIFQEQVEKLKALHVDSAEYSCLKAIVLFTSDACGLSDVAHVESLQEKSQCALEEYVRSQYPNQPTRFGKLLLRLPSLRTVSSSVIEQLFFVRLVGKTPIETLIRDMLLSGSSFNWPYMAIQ
* marks the source's active call; other numbers are inactive results; . = no result given.

Order of values – SRC1 inh | LRH-1 inv ag | CF NFkB inh | Shn3 inh set2 | TRAIL sens C8 | KKLEB tox | TWEAK Fn14 block | SRC3 inh | EBV LMP1 NFkB | TROY NFkB inh | NR2F2 inh
> O=C(Cc1cccc2ccccc12)NCC(=O)Nc1ccccc1F
  2 | 15 | 7 | -2 | -7 | 2 | 8 | 12 | -4 | 5 | 18
> O=C(NCC1CCCO1)c1cc2c(=O)[nH]c3ccccc3c2s1 (stereo not drawn)
  -10 | -3 | -6 | -36 | 24 | -6 | 2 | -22 | 4 | -12 | -17
> CCc1noc(C)c1C(=O)N1CCCSC1=Nc1ccccc1C(C)C
  -9 | 5 | -5 | 20 | 5 | 6 | 19 | -7 | -3 | -24 | -2
> Cc1cc(C)nc(SCC(=O)OCC(=O)N(C)c2c(N)n(Cc3ccccc3)c(=O)[nH]c2=O)n1
  -10 | -11 | 6 | -10 | 10 | 9 | 31 | 16 | -3 | -19 | 3
> Cc1ccn2cc(-c3ccc(NC(=O)c4ccco4)cc3)nc2c1
  -81 | -165 | -6 | -173 | 45 | -8 | -38 | -53 | -15 | -42 | -49
> CC(C)N1CCN(Cc2ccc(OC3CCCC3)cc2)CC1CCO (stereo not drawn)
  -14 | 1 | -3 | 10 | 4 | -7 | -2 | 4 | -19 | -10 | -7
> CCc1ccc(NC(=S)/N=C(\N)Nc2nc(C)c3cc(CC)ccc3n2)cc1
  -56 | 10 | 10 | 11 | -6 | -17 | 57* | 7 | 11 | 41 | -19
> O=C(CCS(=O)(=O)c1cccs1)Nc1ccc(C(=O)NCc2cccs2)cc1
  10 | -11 | 11 | 2 | 12 | 1 | 10 | -3 | 2 | 8 | -20
> CN(C(=O)CSc1cccc[n+]1[O-])c1ccccc1
  -17 | -5 | 10 | -4 | -7 | 10 | -7 | 6 | -6 | 11 | 8
> Cc1cccc(NC(=S)Nc2c(C)n(C)n(-c3ccccc3)c2=O)c1C
  8 | 3 | -4 | 4 | -8 | -1 | 19 | 0 | -3 | -2 | -5
> COc1ccc(NC(=O)COc2ccc(C(=O)c3ccc(F)cc3)cc2)cc1S(N)(=O)=O
  21 | -13 | 6 | 23 | -8 | 17 | 6 | 0 | 13 | 6 | 12
> C[C@H](NC(=O)CCC1CCC(=O)N1)c1ccccc1 (stereo partly drawn)
  19 | 5 | -14 | 12 | -20 | 17 | 2 | -22 | 0 | 0 | 4
> N#Cc1c(NC(=O)CSc2nnc(-c3ccccc3O)n2-c2ccccc2)sc2c1CCCC2
  -10 | -13 | 2 | -16 | 30 | -4 | -18 | 1 | 8 | -5 | -9
> O=[N+]([O-])c1ccccc1OCCOc1ccccc1[N+](=O)[O-]
  -66 | -54 | -11 | -70 | -10 | 4 | -18 | -50 | -25 | -55 | -17
> Cc1cc(NC(=O)CCC(=O)N(CC(=O)NCC2CCCO2)c2ccc3c(c2)OCCO3)no1 (stereo not drawn)
  -4 | -3 | -5 | 5 | -12 | -9 | 19 | -21 | -3 | -8 | 1
> Cc1ccc2c(C)c(C(=O)Nc3nnc(C)s3)oc2c1
  14 | -4 | -16 | -26 | -1 | 11 | 4 | -61 | -1 | -37 | -7
> CNC(=O)Cn1c(C)cc(=O)c2cccc(OC)c21
  9 | 10 | -2 | 4 | -19 | 6 | -8 | -13 | . | 5 | -23
> Cc1ccc(Nc2nc(-c3ccccc3)c(CC(=O)O)s2)cc1
  -78 | -99 | 1 | -56 | 7 | -3 | 15 | -54 | -16 | -30 | -19
> CC1(C)CC(=O)C=C(c2ccc(-c3cccc(C(N)=O)c3)cc2)C1=O
  -56 | -20 | 6 | -4 | -1 | 0 | -7 | -37 | -23 | -28 | -6
> O=C(CCCN1C(=O)c2ccccc2C1=O)NCC1CCCO1 (stereo not drawn)
  -12 | 7 | 5 | 13 | -14 | 7 | -1 | 7 | 6 | 8 | -2
> CCOC(=O)N1CCN(C(=O)CSCC(=O)N=c2sc3ccccc3n2C)CC1
  6 | -5 | -6 | -6 | -13 | 4 | -2 | 0 | 18 | -3 | .
> COc1ccc(-c2nc(CN3CCCCC3CCc3ccccn3)c(C)o2)cc1 (stereo not drawn)
  -10 | -1 | 5 | -6 | 17 | -20 | 17 | -2 | -4 | -10 | -14
> CCN(CC)S(=O)(=O)c1cc(C(=O)NC2CCCCC2)ccc1C
  -114 | -128 | -6 | -85 | 46 | -4 | -4 | -63 | -14 | 0 | -62
> Clc1ccc(-n2ncc3c(NCc4cccnc4)ncnc32)cc1Cl
  -53 | -22 | 3 | 37 | 29 | -18 | 19 | -44 | -29 | 51* | -10
> Cc1ccc(NS(=O)(=O)c2cc(C(=O)N3CCc4ccccc4C3)ccc2Cl)cc1
  4 | -9 | 15 | 14 | 3 | -4 | 24 | -12 | -9 | 19 | -18
> O=C1CC(C(=O)O)C(c2ccccc2)c2ccccc21 (stereo not drawn)
  -2 | -11 | -9 | 8 | 2 | 7 | 20 | -5 | -1 | -6 | -4
> O=C(O)c1ccc(NCc2ccc3c(c2)OCO3)cc1
  -4 | -23 | -2 | 0 | -20 | -2 | -20 | -6 | -12 | 17 | -21
> C[C@H](CO)N1C[C@H](C)[C@@H](CN(C)S(=O)(=O)c2ccccc2)Oc2c(NC(=O)c3ccncc3)cccc2C1=O
  8 | -22 | -3 | -5 | -2 | 0 | 6 | 2 | 1 | 1 | 4
> CCC(=O)c1ccc(OCC(=O)N(CC)CC(=O)Nc2ccccc2OC)cc1
  -40 | 1 | 14 | -26 | -14 | -8 | -11 | 10 | -4 | 4 | 13
> COc1cccc(-c2cc(C(=O)Nc3cc(OC)c(OC)c(OC)c3)no2)c1
  -19 | 10 | 27 | 30 | -1 | -16 | -3 | -1 | 5 | 10 | 17
> O=C(CSc1cccc[n+]1[O-])N1CCc2ccccc21
  -1 | -9 | -2 | -15 | -14 | 10 | 7 | -1 | -11 | 3 | 0
> Cc1nc(C)c(C(=O)Nc2nc3c(C)cccc3s2)o1
  -2 | 10 | -18 | 10 | -2 | 3 | 70* | 23 | -3 | 35 | -3
> O=C(O)CCCC(=O)Nc1cccc(C(F)(F)F)c1
  -4 | -7 | 6 | 0 | -4 | 8 | 4 | 6 | -5 | -7 | 4
> C[C@]12CC[C@H](O)CC1=CCC1C2CC[C@@]2(C)C1CC[C@@H]2NC(=O)[C@@H](N)CO (stereo partly drawn)
  -34 | 11 | 28 | -7 | -13 | -4 | -2 | -11 | 3 | 11 | 15
> CCNC(=S)N/N=C/c1cccc(OCc2c(F)cccc2Cl)c1
  -7 | -2 | 13 | 29 | 5 | 10 | 8 | 9 | 12 | 9 | 9
> Cc1ccc(OCC(=O)Nc2nc(C)c(Cl)cc2Cl)c([N+](=O)[O-])n1
  3 | -3 | 13 | -20 | -2 | -19 | -13 | -19 | -6 | -21 | -4
> Cc1cc(Cl)ccc1OCCCC(=O)NCCCn1ccnc1
  2 | 12 | 15 | 3 | -2 | -4 | -8 | 12 | 7 | -16 | 0
> COc1ccc(N2CC(C(=O)N[C@@H](C)C(=O)N3CCCCC3)CC2=O)cc1 (stereo partly drawn)
  9 | 13 | -13 | -11 | 6 | -4 | -4 | 7 | 6 | 13 | -1
> O=C(Nc1ccn(C2CCC(CO)O2)c(=O)n1)c1ccccc1 (stereo not drawn)
  -2 | 2 | -21 | 1 | 5 | 17 | 5 | 16 | . | -1 | 4
> CCCc1nc2cc(C)c(Br)c(C)n2c1Cc1ccsc1
  . | 21 | . | . | 16 | . | 12 | . | . | -11 | 17

Filtered by structure, the entries above containing a nitro group on carbon
Order of values – SRC1 inh | LRH-1 inv ag | CF NFkB inh | Shn3 inh set2 | TRAIL sens C8 | KKLEB tox | TWEAK Fn14 block | SRC3 inh | EBV LMP1 NFkB | TROY NFkB inh | NR2F2 inh
> O=[N+]([O-])c1ccccc1OCCOc1ccccc1[N+](=O)[O-]
  -66 | -54 | -11 | -70 | -10 | 4 | -18 | -50 | -25 | -55 | -17
> Cc1ccc(OCC(=O)Nc2nc(C)c(Cl)cc2Cl)c([N+](=O)[O-])n1
  3 | -3 | 13 | -20 | -2 | -19 | -13 | -19 | -6 | -21 | -4

Rewritten bar-delimited: part of the list above
mol | SRC1 inh | LRH-1 inv ag | CF NFkB inh | Shn3 inh set2 | TRAIL sens C8 | KKLEB tox | TWEAK Fn14 block | SRC3 inh | EBV LMP1 NFkB | TROY NFkB inh | NR2F2 inh
C[C@]12CC[C@H](O)CC1=CCC1C2CC[C@@]2(C)C1CC[C@@H]2NC(=O)[C@@H](N)CO (stereo partly drawn) | -34 | 11 | 28 | -7 | -13 | -4 | -2 | -11 | 3 | 11 | 15
CCNC(=S)N/N=C/c1cccc(OCc2c(F)cccc2Cl)c1 | -7 | -2 | 13 | 29 | 5 | 10 | 8 | 9 | 12 | 9 | 9
Cc1ccc(OCC(=O)Nc2nc(C)c(Cl)cc2Cl)c([N+](=O)[O-])n1 | 3 | -3 | 13 | -20 | -2 | -19 | -13 | -19 | -6 | -21 | -4

(list continues)
Order of values – SRC1 inh | LRH-1 inv ag | CF NFkB inh | Shn3 inh set2 | TRAIL sens C8 | KKLEB tox | TWEAK Fn14 block | SRC3 inh | EBV LMP1 NFkB | TROY NFkB inh | NR2F2 inh
> CCc1ccc(NC(=O)C(C)OC(=O)c2ccc(-n3cnnn3)cc2)cc1 (stereo not drawn)
  -10 | 16 | 17 | -1 | -15 | -26 | -2 | 6 | 2 | 0 | -5
> COc1ccc(-c2nn(-c3ccccc3)cc2/C=C(\C#N)C(N)=O)cc1[N+](=O)[O-]
  -26 | 2 | -29 | -10 | -10 | -8 | 8 | 7 | 6 | -1 | -6
> O=[N+]([O-])c1cccc(COc2ccccc2CN2CCCCC2)c1
  13 | -8 | -14 | 15 | 12 | 15 | 8 | -6 | -4 | -18 | 3
> COc1ccc(CCN(C)C(=O)CSc2nccn2C)cc1OC
  -4 | 3 | 10 | 2 | 3 | 21 | 6 | 12 | 3 | 0 | 4
> CCC(OC(=O)C(C)N1C(=O)C(=O)c2ccccc21)C(=O)Nc1ccccc1OC (stereo not drawn)
  -7 | -7 | 10 | 22 | 9 | -6 | -1 | 10 | -2 | -9 | 0
> CCc1ccccc1NC(=O)C1CCCN1C(=O)NCc1ccccc1 (stereo not drawn)
  -19 | 17 | 5 | -27 | -1 | -6 | 3 | -3 | -5 | 7 | -9
> CS(=O)(=O)N1CCc2cc(C(=O)N3CCCCC3)ccc21
  -4 | -6 | -9 | -16 | -9 | 8 | -6 | 13 | -25 | 6 | 4
> CN(C)S(=O)(=O)c1cccc(C(=O)Nc2cc(S(=O)(=O)N3CCOCC3)ccc2N2CCCC2)c1
  7 | 15 | -2 | -24 | -18 | -2 | -2 | -2 | -6 | 1 | 5
> Cc1cc(C)cc(Oc2nc3c(C)cccn3c(=O)c2/C=C(\C#N)C(=O)NC2CCS(=O)(=O)C2)c1 (stereo not drawn)
  -15 | -3 | 1 | 0 | 13 | -5 | 47 | 9 | 6 | 43 | 1
> CSCCC1NC(=S)N(Cc2ccccc2)C1=O (stereo not drawn)
  4 | 13 | 18 | -6 | -25 | -6 | 23 | 1 | -5 | -2 | -18
> COc1ccc(-c2c(-c3ccsc3)oc3ccc(N4CCOCC4)cc23)cn1
  -5 | 27 | -5 | -28 | -2 | -11 | -21 | -20 | -12 | -22 | -7

Not all compounds are listed, so the mix of outcomes need not match the whole.
